hERG rescue – compounds protecting human hERG from proarrhythmic drug block; 310,000 compounds, 0.51% hits; activation (rescue from dofetilide block), less the hit threshold, % at 10 µM; Q12809; AID 1511; CHO-hERG, FluxOR thallium flux, dofetilide IC70 present;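 active = activation above the mean of controls blocked by dofetilide plus 5 SD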;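 also: thallium influx through hERG after potassium depolarization seen as dye fluorescence rise; in these data hits start at about 4.7%; inactives centre near -7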
Target sequence (Q12809 whole entry, looked up): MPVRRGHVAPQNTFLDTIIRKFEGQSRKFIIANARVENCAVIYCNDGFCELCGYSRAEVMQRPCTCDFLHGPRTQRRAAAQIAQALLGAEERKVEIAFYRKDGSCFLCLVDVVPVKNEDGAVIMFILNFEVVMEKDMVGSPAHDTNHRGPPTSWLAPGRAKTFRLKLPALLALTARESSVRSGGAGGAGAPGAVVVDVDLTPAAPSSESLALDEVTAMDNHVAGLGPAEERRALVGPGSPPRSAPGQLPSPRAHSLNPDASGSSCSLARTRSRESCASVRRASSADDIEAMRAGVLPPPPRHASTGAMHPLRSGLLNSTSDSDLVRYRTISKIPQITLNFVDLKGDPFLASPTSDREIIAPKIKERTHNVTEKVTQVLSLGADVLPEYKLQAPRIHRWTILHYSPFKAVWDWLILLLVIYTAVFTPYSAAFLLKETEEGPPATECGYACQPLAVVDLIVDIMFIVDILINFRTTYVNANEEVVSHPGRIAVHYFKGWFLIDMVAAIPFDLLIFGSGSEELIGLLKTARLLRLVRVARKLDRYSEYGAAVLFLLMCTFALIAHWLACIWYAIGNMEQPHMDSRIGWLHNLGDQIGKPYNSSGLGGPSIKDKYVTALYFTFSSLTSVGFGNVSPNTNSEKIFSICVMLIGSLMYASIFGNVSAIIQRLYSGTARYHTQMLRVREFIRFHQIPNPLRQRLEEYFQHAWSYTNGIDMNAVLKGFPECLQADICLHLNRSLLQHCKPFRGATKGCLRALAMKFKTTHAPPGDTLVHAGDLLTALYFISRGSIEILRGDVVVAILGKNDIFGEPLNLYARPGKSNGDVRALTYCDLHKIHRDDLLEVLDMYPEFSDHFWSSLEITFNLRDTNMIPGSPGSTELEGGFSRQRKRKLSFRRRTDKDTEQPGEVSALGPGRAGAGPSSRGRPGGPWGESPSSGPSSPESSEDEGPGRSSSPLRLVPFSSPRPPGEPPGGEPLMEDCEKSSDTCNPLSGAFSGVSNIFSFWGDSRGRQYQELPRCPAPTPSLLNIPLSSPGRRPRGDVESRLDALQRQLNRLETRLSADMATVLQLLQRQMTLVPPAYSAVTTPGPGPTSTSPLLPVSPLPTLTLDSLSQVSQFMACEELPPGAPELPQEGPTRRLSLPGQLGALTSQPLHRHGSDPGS
GSK3A inh – inhibitors of human GSK-3 alpha kinase | inhibition, % at 10 µM | AID 2650 | ADP-Glo luminescence, 60 min | 320,000 compounds, 0.1% hits;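 in the data active = inhibition above about 50%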;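 also: GST-tagged GSK-3 alpha with peptide substrate and 25 µM ATP; 0% = DMSO neutral wells and 100% = GW8510 positive control wells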
KCNK3 block – human KCNK3 channel inhibition, primary screen. CHO-KCNK3 thallium flux, FluxOR fluorescence; active compounds read low. B-score at 10 µM. 340,000 compounds, 0.84% hits. AID 602410;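 active = B-score under library mean minus 4 SD, starting fluorescence ratio at most library mean plus 5 SD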;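 also: more negative B-score means stronger inhibition of thallium flux through KCNK3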
KCNQ1 inh – blocks the human KCNQ1 potassium channel; P51787; CHO-K1 KCNQ1, FluxOR thallium flux fluorescence; active compounds read high; B-score at 10 µM; 310,000 compounds, 1.3% hits; AID 2642;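 active = compounds whose thallium flux B-score, printed positive for inhibition, exceeds three library SD while starting fluorescence stays within three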;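 also: channel opened by potassium depolarization with thallium stimulus after 20 min compound exposure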
GSK3B inh – blocks human GSK3beta kinase activity; activity score (negative = inhibition), % at 10 µM; P49841; 300,000 compounds, 0.038% hits; GST-GSK3beta kinase, ADP-Glo luminescence, 60 min; active compounds read low;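 active = more than half of replicate wells score below -50%, meaning over 50% inhibition versus plate controls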;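 also: 0% = median DMSO wells and -100% = median GW8510 positive control wells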
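Assay system: GST-tagged human GSK3beta kinase, cell-free; Input: 1.6 ng GSK3beta; Medium: Tris/MgCl2 kinase buffer; Timing: 60 min enzyme reaction, room temperature; Signal: ADP-Glo luminescence quantifying ADP generated by kinase; Evaluation: score relative to plate controls; Benchmarks: DMSO neutral wells and GW8510 at 20 µM as positive.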
KCNK9 block – human KCNK9 channel inhibition; B-score at 10 µM; AID 488922; Q9NPC2; 310,000 compounds, 1.2% hits; HEK293 KCNK9, FluxOR thallium flux fluorescence; active compounds read low;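 active = ratio B-score over 3 SD below the library mean, with starting fluorescence within 5 SD of its mean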;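 also: negative B-score means less thallium flux so channel inhibition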
HDAC3 inhib – human HDAC3 inhibition | O15379 | recombinant HDAC3, fluorogenic peptide/trypsin coupled, fluorescence | inhibition, % at 8.3 µM | 320,000 compounds, 0.15% hits; in the data active = inhibition above about 26%, passing the limit was not always enough
RGS4 act – RGS4 potentiation or activation. AID 463111. HEK293 M3R/inducible RGS4, carbachol calcium flux Fluo4; active compounds read low. 310,000 compounds, 0.92% hits. B-score at 10 µM;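 active = B-score of the integrated calcium signal more than 4 SD below the library mean, with starting fluorescence not abnormally high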;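 also: negative B-score means reduced calcium response which marks RGS4 activation or potentiation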
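Assay system: Inducible-RGS4 HEK293 cells carrying M3 receptor | Schedule: Compound preincubation 20 min at room temperature before agonist | Signal: Kinetic calcium fluorescence imaging with Fluo4-AM dye, 2 µM | Read-out basis: B score from integrated fluorescence ratio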
PolyA inhibitor – blocks polyadenylation in yeast reporter cells. calls only at 12 µM. S. cerevisiae SKY197-pL101 polyadenylation reporter, beta-gal luminescence; efflux-impaired pdr1/pdr3 knockout yeast; score 100 = 6 SD above DMSO. 300,000 compounds, 0.02% hits;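 active = lowest replicate activity score at least 50, where 100 means six control SD above control mean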;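 also: yeast exposed to compound for 9 h at 30 °C; higher score means more reporter readthrough which indicates perturbed polyadenylation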
Dyrk1A ADPGlo – Dyrk1A (rat) kinase inhibition | inhibition, % at 12.5 µM | 310,000 compounds, 0.43% hits | ADP-Glo luminescence, NFATc1 peptide | Q63470; in the data active = inhibition above about 50%;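 also: plate controls were vehicle with enzyme for no effect and no enzyme for full effect; many of its hits are not listed in these tables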
KCNQ1 pot – potentiates or activates the human KCNQ1 potassium channel; P51787; CHO-K1 KCNQ1, thallium flux FluxOR fluorescence; active compounds read high; B-score at 10 µM; 310,000 compounds, 0.35% hits; AID 2648;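 active = fluorescence ratio B-score, a plate-corrected score, at least three library SD, with initial intensity B-score within 5 SD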
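Doses: Single concentration per compound, DMSO matched to controls | Test system: KCNQ1-transfected CHO-K1 cells | Timing: 90 min dye loading and 20 min compound exposure, both at room temperature | Measured by: Kinetic FluxOR thallium fluorescence, 10-s 1-Hz baseline, 110-s post-stimulus read | Medium: Assay buffer with matched DMSO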
Numbers without * were called inactive; i = inactive; . = not tested or not shown; & = joins results of further samples. Not all compounds are listed; count on the stated rates, not on these rows.

Second line of a record: KCNK3 block | KCNQ1 pot | GSK3B inh | Dyrk1A ADPGlo | KCNK9 block | PolyA inhibitor | hERG rescue | RGS4 act | KCNQ1 inh | HDAC3 inhib | GSK3A inh
Cc1cccc(OCC(O)Cn2c(=N)n(CCN3CCOCC3)c3ccccc32)c1 (centres undefined)
→ i | i | -2 | 6 | i | i | -4 | i | i | -3 | 0
COc1ccc(CN(C)CC(=O)Nc2c(C)cccc2C)c(OC)c1
→ i | i | -1 | 0 | i | i | -15 | i | i | 8 | -3
COc1ccc(Cc2nnc(NC(=O)C3CCCO3)s2)cc1 (centres undefined)
→ i | i | -2 | -2 | i | i | -5 | i | i | 1 | -1
Cc1ccc(S(=O)(=O)N(CC(=O)O)Cc2ccccc2F)cc1
→ i | i | 5 | 0 | i | i | -8 | i | i | -1 | -5
COc1ccc(CCNC(=O)C2CCN(C(=O)c3ccc(C(C)(C)C)cc3)CC2)cc1
→ i | i | -9 | -3 | i | i | -7 | i | i | -3 | -1
CCN(Cc1nc(-c2ccc(OC)cc2)no1)C(=O)c1ccoc1C
→ i | i | 2 | -2 | i | i | -6 | i | i | -2 | 0
CCOc1ccc(C(=O)Nc2ccc(NC(=O)c3ccco3)c(Cl)c2)cc1Br
→ i | i | -3 | 5 | i | i | -8 | i | i | -2 | -2
O=C(CNC(=O)c1ccccc1)N=Nc1c(O)[nH]c2ccc(Br)cc12
→ i | i | 0 | -1 | i | i | -5 | i | i | 2 | 0
COc1cccc(CNC(=O)C2CCCN(S(=O)(=O)c3ccc4c(c3)C(C)(C)C(=O)N4C)C2)c1 (centres undefined)
→ i | i | 4 | -3 | i | i | -7 | i | i | 4 | 2
CC(=O)Nc1ccc(NC(=O)CN(c2ccc(C34CC5CC(CC(C5)C3)C4)cc2)S(C)(=O)=O)cc1
→ i | i | 2 | -7 | i | i | -7 | i | i | 8 | -2
O=C(Nc1ccc(N2CCN(C(=O)c3ccco3)CC2)cc1)c1ccc([N+](=O)[O-])cc1Cl
→ i | i | -1 | 0 | i | i | -9 | i | i | . | 0
O=P(c1ccccc1)(c1ccccc1)C(O)c1ccccn1 (centres undefined)
→ i | i | 8 | . | i | i | -2 | i | i | -2 | -2
Cn1c(NC(=O)c2ccccc2NC(=O)C(C)(C)C)nc2ccccc21
→ i | i | 1 | 7 | i | i | -7 | i | i | 0 | -1
CCOC(=O)C1(Cc2cccc(OC)c2)CCCN(C(=O)c2cc(CC(C)C)[nH]n2)C1 (centres undefined)
→ i | i | -2 | 1 | i | i | -8 | i | i | -1 | -3
Nc1nc(NCc2ccco2)nc(Nc2cccc(F)c2)c1[N+](=O)[O-]
→ i | i | 0 | 6 | i | i | -3 | i | i | 3 | 0
COC(=O)c1ccc(-n2nnnc2SCc2nn[nH]n2)cc1
→ i | i | 1 | -1 | i | i | -16 | i | i | -1 | -1
CCOC(=O)/C(C#N)=C/c1c(N2CCCCCC2)nc2ccccn2c1=O
→ i | i | 3 | 1 | i | i | -7 | i | i | 4 | -2
O=C(CCn1c(=O)oc2ccccc21)Nc1ccccc1
→ i | i | -4 | -4 | i | i | -14 | i | i | 1 | -5
COc1cccc(CN2CC(C(=O)NCCC3=CCCCC3)CCC2=O)c1 (centres undefined)
→ i | i | -1 | -1 | i | i | -4 | i | i | -6 | 0
COc1ccc(Nc2c(-c3ccco3)nc3ccc(C)cn23)cc1
→ i | i | -5 | 6 | i | i | -11 | i | i | -5 | 3
C/C(=N\NC(=O)Cc1ccccc1[N+](=O)[O-])c1cccnc1
→ i | i | 3 | -5 | i | i | -11 | i | i | -2 | -3
Cc1nnc(SCC(=O)N2N=C(c3ccc(Cl)cc3)CC2c2ccco2)[nH]c1=O (centres undefined)
→ i | i | 5 | -10 | i | i | -10 | i | i | 20 | -5
COCCn1c(=N)c(C(=O)NCCc2ccccc2)cc2c(=O)n3cccc(C)c3nc21
→ i | i | -5 | -4 | i | i | -21 | i | i | -64 | 0
CCOC(=O)Nc1ccc2c(c1)N(C(=O)CN1CCN(C)CC1)c1ccccc1S2
→ i | i | -2 | -5 | i | i | -9 | i | 9* | 7 | -3
Cc1cccc(N(Cc2ccccc2)C(=O)c2cc(S(=O)(=O)N3CCOCC3)ccc2F)c1
→ i | i | 2 | 6 | i | i | -19 | i | i | 6 | -1
C=CCSc1nncn1/N=C/c1ccc(OC)cc1
→ i | i | 4 | 11 | i | i | -5 | i | i | 12 | 0
N#CC1=C(N)Oc2c(ccc3cccnc23)C1c1ccccc1 (centres undefined)
→ i | i | 3 | 12 | i | i | 0 | i | i | -15 | -2
Cc1cc(=O)[nH]c(SCC(=O)NCc2ccc3c(c2)OCO3)n1
→ i | i | -1 | 7 | i | i | -7 | i | i | -2 | -3
Cc1cc(C(F)(F)F)n2nc(-c3cccs3)cc2n1
→ i | i | -4 | . | i | i | -1 | i | i | -2 | -1
COc1ccccc1C(=O)Nc1ccnn1C1CCN(Cc2cn(C)c3ccccc23)CC1
→ i | i | -1 | -2 | i | i | -18 | i | i | -8 | 1
Cc1cc(OCCCn2ccnc2)ccc1C(C)C
→ i | i | 0 | -2 | i | i | -7 | i | i | 1 | -1
Nc1ccc(CC2SC(=O)NC2=O)cc1 (centres undefined)
→ i | i | -5 | 0 | i | i | -10 | i | i | 2 | -8
Cc1[nH]nc(N=CC2=C(O)CC(C)(C)CC2=O)c1-c1ccccc1
→ i | i | 0 | 1&-1 | i | i | -4 | i | i | 9 | 0
CCCCOC(=O)c1ccc(N=Nc2c(C)c(C#N)c(O)[nH]c2=O)cc1
→ i | i | -1 | -9 | i | i | -4 | i | i | . | 2
O=C(O)CC/C(=N\Nc1ccc([N+](=O)[O-])cc1S(=O)(=O)N1CCOCC1)c1cccs1
→ i | i | 0 | -1 | i | i | -9 | i | i | . | -3
O=C(Nc1cccnc1)c1cc(Br)c(Br)s1
→ i | i | -4 | 1 | i | i | -8 | i | i | -1 | 2
CCn1cc(S(=O)(=O)c2ccccc2)c(=O)c2cc(F)c(N3CCN(C)CC3)cc21
→ i | i | 0 | 4 | i | i | -10 | i | i | -25 | 0
O=C(NCCC1CC1(Cl)Cl)c1ccc([N+](=O)[O-])cc1 (centres undefined)
→ i | i | 0 | -3 | i | i | -7 | i | i | 3 | -2
Cc1[nH]c(C)c(S(=O)(=O)NCC(C)c2ccccc2)c1C(=O)N1CCCCC1 (centres undefined)
→ i | i | -2 | -2 | i | i | -7 | i | i | 0 | 2
O=C(CSc1nc2ccccc2s1)NCCCN1CCOCC1
→ i | i | -3 | 3 | i | i | -4 | i | i | 0 | 0
Cc1cc(C)cc(N2CCCn3c2nc2c3c(=O)[nH]c(=O)n2C)c1
→ i | i | -1 | 4 | i | i | -3 | i | i | 12 | 0
Cc1occc1-c1nnc(SCC(=O)Nc2ccccc2)n1C(C)c1ccccc1 (centres undefined)
→ i | i | 0 | -2 | i | i | -8 | i | i | -3 | 4
Cc1ccc(C(=O)N2c3ccccc3CC2C)o1 (centres undefined)
→ i | i | 2 | -4 | i | i | -4 | i | i | 4 | 0
CCOC(=O)C1CCN(c2c(NCc3ccc(C(=O)NCCC(C)C)cc3)c(=O)c2=O)CC1
→ i | i | 0 | 1 | i | i | -7 | i | i | 4 | -2
COc1ccc(CCNC(=O)c2ccccc2-c2ccccc2C(=O)O)cc1OC
→ i | i | -1 | 2 | i | i | -8 | i | i | -11 | 0
CCOc1ccc2[nH]c3nc(SCC(=O)NC4CC4)nnc3c2c1
→ i | i | 2 | 5 | i | i | -3 | i | i | 1 | 0
CCc1cccc2c1Sc1ccccc1CC2N1CCNCC1 (centres undefined)
→ i | i | -5 | 7 | i | i | -18 | i | i | 2 | 6
COc1ccccc1Nc1nnc(SCc2nnc(-c3cc(OC)c(OC)c(OC)c3)o2)s1
→ i | i | -1 | 2 | i | i | -11 | i | i | 0 | 4
O=C1NC(=O)/C(=C\c2ccc(OCc3cccc(C(=O)O)c3)c(Cl)c2)N1
→ i | i | 1 | 22 | i | i | -4 | i | i | 10 | 40
Cc1cc(C)nc(NC(=O)c2ccc(C)c([N+](=O)[O-])c2)n1
→ i | i | 4 | 15 | i | i | -3 | i | i | -6 | 3
O[C@@H]1CN(Cc2ccc(-n3cccn3)cc2)CC[C@H]1N1CCN(c2ccccc2F)CC1
→ i | i | 1 | 3 | i | i | -16 | i | i | 1 | -1
COc1ccc(CNC(=O)CCCn2nc(C)n3ccnc3c2=O)cc1
→ i | i | -1 | 2 | i | i | -8 | i | i | 2 | 3
CCN(CC(=O)NCc1cccs1)C(=O)CN(C)S(=O)(=O)c1ccc(C)cc1
→ i | i | -2 | -8 | i | i | -14 | i | i | -9 | -1
Cc1ccc(N2C(=O)c3ccc(C(=O)N4CCN(Cc5ccccc5)CC4)cc3C2=O)cc1
→ i | i | 8 | 6 | i | i | -14 | i | i | 0 | -1

Record cards, from the list above. Order of screens: KCNK3 block	KCNQ1 pot	GSK3B inh	Dyrk1A ADPGlo	KCNK9 block	PolyA inhibitor	hERG rescue	RGS4 act	KCNQ1 inh	HDAC3 inhib	GSK3A inh
Cc1cc(C)cc(N2CCCn3c2nc2c3c(=O)[nH]c(=O)n2C)c1 is listed as i	i	-1	4	i	i	-3	i	i	12	0
O=C1NC(=O)/C(=C\c2ccc(OCc3cccc(C(=O)O)c3)c(Cl)c2)N1 is listed as i	i	1	22	i	i	-4	i	i	10	40
COc1ccc(CCNC(=O)c2ccccc2-c2ccccc2C(=O)O)cc1OC is listed as i	i	-1	2	i	i	-8	i	i	-11	0
CCOC(=O)C1CCN(c2c(NCc3ccc(C(=O)NCCC(C)C)cc3)c(=O)c2=O)CC1 is listed as i	i	0	1	i	i	-7	i	i	4	-2
CCc1cccc2c1Sc1ccccc1CC2N1CCNCC1 (centres undefined) is listed as i	i	-5	7	i	i	-18	i	i	2	6

Screens from PubChem BioAssay.
